# Screens deposited in PubChem by Broad Institute.
# PAX8 reporter – lowers PAX8-driven luciferase in RMG-I cells | RMG-I TPO-luciferase reporter, SteadyGlo, 24 h | inhibition, % at 12.6 µM | 1.2% of 360,000 active;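 active = mean replicate inhibition at least 60% with every replicate also reaching 60%; inconclusive = only one of the two criteria is met; inactive = mean below 60% and not all replicates reaching 60%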;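 note: luciferase light reporting Pax8 driven TPO promoter activity; plate controls were median of neutral control wells for no effect and mitoxantrone controls for full effect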
# GSIS activator – GLuc luminescence reporter in INS-1E cells, primary screen for activators of glucose-dependent secretion of insulin | INS-1E GLuc reporter insulin secretion, 2-3 h | activation, % at 16.6 µM | 0.61% of 370,000 active;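 active = lowest replicate activation of at least 40%, so every replicate reaches that level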;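 note: 0% = median of neutral control wells and 100% = median of IBMX positive control wells; some compounds called inactive have numbers as strong as hits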
# miR-122 sensor – blocks miR-122 activity in Huh7 sensor cells. 0.3% of 340,000 active. AID 602342. activation (reporter increase), % at 12.5 µM. Huh7 miR-122 Renilla luciferase sensor, 48 h; neutral wells = 0, positive control = 100;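 active = mean replicate activation score at least 90 and every replicate individually at or above 90; inconclusive = only one of the two criteria met; inactive = neither criterion met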;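 note: higher luciferase means less miR-122 activity so hits act as miR-122 inhibitors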
# EWS-Fli block – inhibitors of EWS/Fli oncoprotein transcriptional activity; A673 NR0B1-luciferase reporter, viability-normalised; inhibition, % at 12.6 µM; 0.67% of 350,000 active; AID 651661;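 active = mean inhibition of at least 50% after viability correction, with every replicate also passing that limit; inconclusive = mean reaches 50% but only one of two replicates passes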;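 note: firefly luciferase signal divided by Alamar Blue viability fluorescence both relative to DMSO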
# FN deposition inh – fibronectin deposition inhibition | AH1F fibroblasts, Alexa488-fibronectin deposition fluorescence, overnight | inhibition, % at 12.6 µM | 0.086% of 350,000 active | AID 743247;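 active = mean inhibition across replicates of 30% or more, regardless of how many single replicates reach that level; inconclusive = mean under 30% yet at least half of replicates reach 30%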;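 note: positive control wells lacked labelled fibronectin entirely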
#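 Material: AH1F fibroblast monolayer depositing Alexa488-labelled fibronectin into matrix / Amount: 10000 AH1F cells per well / Signal: fluorescence 485/525 nm / Medium: DMEM, 2% serum / Compound: single dose, pinned / Incubation: 1 h cell adhesion before compound, then overnight fibronectin incubation / Reagent: Alexa488-FN, 24 nM final / Read-out: inhibition of fibronectin deposition signal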
# CFTR F508del cor – correctors of CFTR F508del function in bronchial epithelial cells. AID 720511. activity (quench increase), % at 7.58 µM. 0.36% of 350,000 active. CFBE cells, YFP halide quenching; stimulated with forskolin plus potentiator P3; % fluorescence drop versus neutral controls;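 active = mean added fluorescence quench of at least 8% versus neutral control, with both replicates also reaching 8%; inconclusive = only one of the mean or replicate conditions met; inactive = mean below 8% and not both replicates reaching 8%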;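 note: cells transiently co-express mutant CFTR-F508del with the halide-sensitive YFP; corrector assay measuring rescue of mutant channel to the surface after 24 h compound exposure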
# DENV2 CPE rescue – inhibitors of DENV2 cytopathic effect. DENV2-infected cells, cytopathic effect rescue, plate reader. CPE inhibition, % at 9.99 µM. 1.7% of 350,000 active. AID 651640; in the data active = CPE inhibition above about 20%, passing the limit was not always enough; inconclusive = no clear call, values can overlap the other calls; tested in BHK-21 cells;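 note: 0% = median of neutral control wells and 100% = median of positive control wells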
# * marks the source's active call; other numbers are inactive results; ? = inconclusive; nt = no result given; [ ] = dose if it differs, or a comment.
SMILES,PAX8 reporter,GSIS activator,miR-122 sensor,EWS-Fli block,FN deposition inh,CFTR F508del cor,DENV2 CPE rescue
O=C(Nc1ccc2c(c1)[C@H]1C[C@@H](CC(=O)N3CCCCC3)O[C@@H](CO)[C@H]1O2)Nc1ccccc1F,-4.8,-3.5,3.6[16.7 µM],-9.0,-5.7,0.2,-1.7
CC(=O)OCC1=C(C(=O)O)N2C(=O)C(NC(=O)C(C)Cn3cc(Cl)cn3)C2SC1 (stereo not drawn),-1.9,-12.3,nt,4.2,-10.9,0.5,1.7
CCCNC(=O)c1ccc(N2CCC3(CC2)CC(c2cccc(Br)c2)=NO3)c(NC(=O)c2c(Cl)cccc2Cl)c1,8.7,-6.8,-0.1,4.4,-1.4,2.4,-3.2
CC(=O)NC1=NN(C(C)=O)C2(S1)C(=O)N(CC(C)C)c1ccc(C)cc12 (stereo not drawn),-3.1,32.5,nt,1.1,-6.8,0.0,1.0
Cc1ccc(CNc2oc(C)nc2C#N)cc1,33.4,nt,5.1,nt,12.7,nt,nt
CCCC1(CCC)NC(=O)N(CC(=O)Nc2ccc(Cl)c(S(=O)(=O)N3CCOCC3)c2)C1=O,13.9,nt,10.5,4.4,nt,-0.9,1.7
COc1ccc(CN(C)C[C@@H]2OCCCC[C@@H](C)Oc3ccc(NC(=O)Nc4ccc5c(c4)OCO5)cc3C(=O)N([C@H](C)CO)C[C@@H]2C)cc1,0.1,-34.2,4.5[16.7 µM],3.0,13.7,2.3,-15.3
CCCC(=O)N/C(N)=N/c1nc2ccccc2o1,-162.8,nt,nt,-77.1,-4.3,2.9,-4.1
CC(/C=C\c1ccccc1)=C/C(=O)O,1.3,-2.9,nt,-1.5,2.7,1.3,1.6
CC(CNC(=O)c1ccccc1Cl)NC(=O)c1ccccc1Cl (stereo not drawn),-9.8,9.6,9.3,-2.3,-4.1,-1.9,-2.2
COc1ccc(S(=O)(=O)N(C)C[C@@H]2Oc3ccc(NC(=O)c4ccncc4)cc3CC(=O)N([C@H](C)CO)C[C@@H]2C)cc1,nt,7.6,-2.3[16.7 µM],5.5,6.5,-2.1,-5.2
CCn1c(=O)c(C(=O)CN(C)Cc2ccc(F)cc2)c(N)n(Cc2ccccc2)c1=O,4.8,6.2,-3.9,4.8,-4.6,1.7,nt
Cc1noc(C)c1S(=O)(=O)N(C)C[C@@H]1Oc2ccc(NC(=O)C3CC3)cc2CC(=O)N([C@@H](C)CO)C[C@@H]1C,-4.8,5.4,3.3[16.7 µM],2.5,nt,-2.5,-1.3
Cc1cccc(C(=O)NC2CCN(CC(=O)Nc3ccc4c(c3)OCO4)CC2)c1,-4.8,-13.6,0.3,-6.2,-5.1,-1.4,?
O=c1nc(N2CCOCC2)ccn1-c1nc(-c2ccccc2)oc1-c1ccccc1,nt,-16.8,-0.9,-0.2,nt,-4.2,5.0
C[C@H]1CN([C@@H](C)CO)C(=O)c2cccc(NS(=O)(=O)c3ccc(Cl)cc3)c2O[C@H]1CN(C)S(=O)(=O)c1ccc(Cl)cc1,6.7,-13.5,4.1[16.7 µM],-2.7,nt,-1.4,-6.4
Cc1nc(Cl)c2oc3ccccc3c2n1,-8.1,nt,0.0,nt,-0.2,nt,nt
O=C(O)C1C2C=CC(C2)C1C(=O)NCc1ccccc1F (stereo not drawn),7.4,3.9,-3.5,8.8,-0.3,3.7,-0.1
C[C@@H]1CCCCO[C@H](CN(C)C(=O)Cc2ccccc2)[C@@H](C)CN([C@H](C)CO)C(=O)c2cc(NC(=O)Nc3ccc(C(F)(F)F)cc3)ccc2O1,-6.4,13.6,3.1[16.7 µM],-11.2,nt,3.1,-2.4
Cn1c(=O)c2c(SCc3c(F)cccc3Cl)nc(CC(C)(C)C)nc2n(C)c1=O,4.1,7.4,2.1,1.4,-3.9,-1.9,-3.6
Cc1cc(-c2nnc(SCC(=O)Nc3ccc(S(N)(=O)=O)cc3)n2N)n[nH]1,-13.2,-2.9,1.8,-2.4,-0.5,3.1,4.8
CCc1ccc(C(O)(c2ccccc2OC)C(CN2CCOCC2)c2ccccc2)cc1 (stereo not drawn),-7.6,-35.9,nt,4.0,-1.4,-2.0,4.5
N#CC1(NC(=O)COC(=O)c2cccc(-n3cnnn3)c2)CCCCC1,2.4,-2.7,-8.9,-5.3,0.9,-0.8,-6.7
O=C1CN(c2nc(-c3ccccc3)c3cc(Cl)ccc3n2)c2ccccc2N1,nt,14.6,5.1,nt,4.6,nt,nt
CCOc1ccccc1C(=O)Nc1nnc(SCC(=O)N2CCCC2)s1,-8.5,1.3,0.9,-8.5,2.3,1.1,-1.9
Cc1noc(C)c1S(=O)(=O)Nc1ccc2c(c1)C(=O)N([C@@H](C)CO)C[C@H](C)[C@H](CN(C)C(=O)NC(C)C)O2,nt,14.2,4.8[16.7 µM],-7.4,-1.0,0.5,1.2
CCN1CCN(C(=O)c2[nH]c3ccc(OC)cc3c2C)CC1,-0.9,-3.2,5.3,-4.0,14.3,-3.5,0.5
CO[C@@H]1CN(C)C(=O)c2cc(NC(=O)Nc3ccc(C(F)(F)F)cc3)ccc2OC[C@H](C)NC[C@@H]1C,nt,6.2,nt,9.2,2.9,-0.2,10.0
O=C1C2CCCN2C(c2ccc(Cl)cc2)N1c1nccs1 (stereo not drawn),-4.9,nt,-8.4,nt,4.0,nt,nt
C[C@@H]1CN([C@@H](C)CO)S(=O)(=O)c2ccc(-c3cccc(C#N)c3)cc2O[C@H]1CN(C)Cc1cccc(F)c1,-15.6,-11.1,-11.5[16.7 µM],25.2,-2.8,0.5,-15.3
C[C@@H]1CCCCO[C@H](CN(C)C)[C@@H](C)CN([C@H](C)CO)C(=O)c2cc(NS(=O)(=O)c3cccs3)ccc2O1,6.5,18.5,10.6[16.7 µM],-16.7,0.4,-2.3,-10.2
COC(=O)c1ccc(Cn2nnc3c(=O)[nH]c(C4CCCN(S(=O)(=O)c5ccccc5)C4)nc32)cc1 (stereo not drawn),-10.8,23.9,-9.8,nt,-3.8,4.3,-2.3
OC(c1cccc(Cl)c1)c1nc(-c2ccc(F)c(Cl)c2)cs1 (stereo not drawn),16.5,16.9,10.1,-7.0,nt,-0.2,0.7
CCNC(=O)C1CCCN(C(=O)c2cnc3ccccc3n2)CC1 (stereo not drawn),5.0,7.8,nt,-1.9,-11.7,0.4,3.7
Cc1ccc(C(=O)N2CCCC2)cc1S(=O)(=O)N1CCCCC1,nt,-3.1,12.5,-1.0,-3.0,-1.2,0.4
O=C(CCc1ccccn1)N1CCCC(Nc2ccc(F)cc2)C1 (stereo not drawn),-3.8,11.3,nt,-5.7,13.5,3.1,-10.0
Cc1noc(C)c1C(=O)N1CCCC(C)(C(=O)NS(=O)(=O)C2CC2)C1 (stereo not drawn),4.2,6.0,nt,5.7,8.4,-1.1,-4.2
CC(Oc1ccc(Cl)cc1Cl)C(=O)Nc1ccc(OCC(=O)O)cc1 (stereo not drawn),6.8,8.4,nt,-3.2,-3.1,-1.4,nt
O=C(CSc1ccc([N+](=O)[O-])cc1)Nc1cccc(S(=O)(=O)Nc2ccccc2F)c1,5.4,-11.8,nt,-8.9,-6.8,nt,-4.8
Cc1noc(C)c1NC(=O)Nc1ccc2c(c1)C(=O)N([C@H](C)CO)C[C@@H](C)[C@@H](CN(C)C(=O)C1CCCCC1)OCCCC[C@H](C)O2,-5.2,-5.0,-2.2[16.7 µM],-5.3,nt,1.1,-0.1
CCc1ccc(OCC(=O)O/N=C(\N)c2ccccn2)cc1,-141.2,1.0,-6.2,-68.2,-0.2,0.7,0.3
O=C(c1cccc(F)c1)N1CC[C@@H]2[C@H](CO)Nc3ccc(-c4cccc(F)c4)cc3[C@@H]21,-1.3,-20.5,-1.9[16.7 µM],-9.6,-12.9,0.6,nt
Oc1ccc(/C=N/N2CCCCC2)c(O)c1O,-2.7,4.2,-6.9,-5.2,0.0,-0.8,-1.4
Cc1nnc(NC(=O)c2ccc(S(=O)(=O)N3CC(C)OC(C)C3)cc2)o1 (stereo not drawn),-12.2,23.3,-0.9,nt,nt,0.3,-8.3
CCCNC(=O)N1CCC2(CC1)CN(Cc1cccc(OC)c1)[C@H](CO)c1[nH]c3cc(OC)ccc3c12,nt,7.1,nt,-6.8,-8.6,0.2,3.3
C[C@@H]1CN([C@H](C)CO)S(=O)(=O)c2ccc(C#Cc3cccnc3)cc2O[C@@H]1CN(C)CC1CC1,nt,-3.9,15.9[16.7 µM],0.0,nt,1.2,nt
CCNC(=O)Nc1ccc2c(c1)C(=O)N(C)[C@@H]1CC[C@H](CC(=O)NCc3ccccc3F)O[C@H]1CO2,-3.1,6.3,25.0[16.7 µM],-5.6,0.4,0.5,70.6*
O=C(c1cccc(F)c1)N1CCCCN2[C@@H](CO)[C@@H](c3ccc(-c4cccnc4)cc3)[C@@H]2C1,6.5,10.5,4.2[16.7 µM],nt,nt,4.0,5.0
CCN(CC)C(=O)N1CCN(S(=O)(=O)c2ccc(C)cc2)CC1,nt,-3.8,-10.6,nt,3.3,nt,nt
CC1CC(C)CN(c2ccc(C(=O)NCc3ccc4c(c3)OCO4)cc2[N+](=O)[O-])C1 (stereo not drawn),-21.9,6.8,nt,-13.5,0.6,nt,-5.8
CC(=O)c1ccc(N2CCN(S(=O)(=O)c3c(C(=O)N4CCCC4)c(C)n(C)c3C)CC2)cc1,-28.3,34.0,-3.7,nt,17.8,1.5,?
CCOC(=O)c1cnc2cc(-c3ccc(Cl)cc3)nn2c1N,nt,-6.4,7.2,-104.8,nt,1.0,nt
CC(=O)C1=CCC(c2ccccc2Cl)N(S(=O)(=O)c2ccc(C)cc2)C1 (stereo not drawn),7.9,-12.8,28.3,1.4,-14.0,5.1,-1.5
COc1ccc(/C=C(\NC(=O)c2ccc([N+](=O)[O-])cc2)C(=O)NCCCn2ccnc2)cc1,14.5,-1.1,16.9,nt,-0.1,-0.1,-3.5
Cn1c(CCN2CCOCC2)nc2cc(NC(=O)COc3ccc(Cl)cc3)ccc21,-8.6,nt,-0.7,nt,-1.6,nt,nt
CCCNC(=O)C1(C)CCN(Cc2ccc(-n3ccnc3)cc2)C1 (stereo not drawn),-2.8,8.8,-1.8,2.0,1.0,-1.1,-7.0

# Among those listed so far, these contain an aryl thioether with sulfur outside any ring.
SMILES,PAX8 reporter,GSIS activator,miR-122 sensor,EWS-Fli block,FN deposition inh,CFTR F508del cor,DENV2 CPE rescue
Cn1c(=O)c2c(SCc3c(F)cccc3Cl)nc(CC(C)(C)C)nc2n(C)c1=O,4.1,7.4,2.1,1.4,-3.9,-1.9,-3.6
Cc1cc(-c2nnc(SCC(=O)Nc3ccc(S(N)(=O)=O)cc3)n2N)n[nH]1,-13.2,-2.9,1.8,-2.4,-0.5,3.1,4.8
CCOc1ccccc1C(=O)Nc1nnc(SCC(=O)N2CCCC2)s1,-8.5,1.3,0.9,-8.5,2.3,1.1,-1.9
O=C(CSc1ccc([N+](=O)[O-])cc1)Nc1cccc(S(=O)(=O)Nc2ccccc2F)c1,5.4,-11.8,nt,-8.9,-6.8,nt,-4.8

# As entered above:
# `CCOC(=O)c1cnc2cc(-c3ccc(Cl)cc3)nn2c1N` in miR-122 sensor: 7.2
# `CC(=O)C1=CCC(c2ccccc2Cl)N(S(=O)(=O)c2ccc(C)cc2)C1` (stereo not drawn) in GSIS activator: -12.8
